# Source: PubChem (several laboratories)
# DNA FID counter: displaces DNA intercalator in HCV helicase counter-screen. DNA fluorescent intercalator displacement, fluorescence. inhibition, % at 7.9 µM. 0.17% of 290,000 active. AID 1845; in the data active = inhibition above about 37%;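 note: 0% = vehicle and 100% = reference compound; higher means more ethidium bromide displaced from hairpin DNA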
# NS3 helicase inh: blocks Hepatitis C virus NS3 helicase unwinding; 0.56% of 290,000 active; NS3 helicase DNA unwinding, Cy5 molecular beacon fluorescence; AID 1800; inhibition, % at 10.9 µM;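 active = inhibition above the mean of all tested compounds plus 3 SD, set per campaign, cut at about 35% in these data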;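 note: 0% = DMSO wells and 100% = thioflavine S control wells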
#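 Assay system: hepatitis C virus NS3 helicase domain fragment enzyme. Also added: annealed dual-labelled DNA beacon duplex, ATP-started. Timing: 1 h reaction at 25 °C, ATP-initiated. Technique: Cy5 fluorescence at 0 and 60 min, beacon hairpin quenching. Evaluation: % inhibition of unwinding. Replication: one well per compound.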
# M18AAP inhibitor: blocks P. falciparum M18 aspartyl aminopeptidase; recombinant PfM18AAP, H-Glu-NHMec fluorogenic cleavage; inhibition, % at 7.35 µM; 1.2% of 290,000 active; AID 1822;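 active = inhibition above the campaign mean inhibition over all tested compounds plus 3 SD, cut at about 28% in these data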;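 note: 0% = plate median of test compound wells and 100% = 2 mM ZnCl2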
# IMP-1 inhibitor: inhibitors of Pseudomonas aeruginosa IMP-1 metallo-beta-lactamase. purified IMP-1, nitrocefin hydrolysis, epi-absorbance fluorescence. inhibition, % at 5.6 µM. 0.45% of 290,000 active;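 active = inhibition above the mean plus 3 SD of all compounds in the same screening run, cut at about 4.5% in these data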;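 note: 0% = IMP-1 with DMSO and 100% = DMSO wells lacking enzyme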
#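 Assay system: purified IMP-1; Quantity: IMP-1 0.2 nM before substrate addition; Medium: HEPES buffer pH 7.1 with ZnSO4 and Brij 35; Incubation: 15 min enzyme–compound preincubation, then 25 min nitrocefin reaction, 25 °C; Signal: fluorescence quenching readout, ex 480/em 530 nm; Controls: DMSO with and without IMP-1; Repeats: singlicate testing.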
# MEKK2 WT-MEK5: raises or lowers MEK5 binding to wildtype human MEKK2 PB1 domain | binding response (% of control), % at 10 µM | Q9Y2U5 | 1.1% of 290,000 active | bead flow cytometry, Alexa488-MEK5 binding to MEKK2 WT; actives lie on both sides; in the data active = binding response below about 67% or above about 130%; inconclusive = no clear call, values can overlap the other calls; inactive = in between
# UBC9 SUMO inh: SUMOylation inhibition; inhibition, % at 35 µM; HTRF SUMOylation assay, SAE1/SAE2 + UBC9, in vitro; P63279; 0.36% of 290,000 active; in the data active = inhibition above about 50%, passing the limit was not always enough; inconclusive = no clear call, values can overlap the other calls; note: strong numbers were not always called active
# Target sequence (P63279 whole entry, looked up): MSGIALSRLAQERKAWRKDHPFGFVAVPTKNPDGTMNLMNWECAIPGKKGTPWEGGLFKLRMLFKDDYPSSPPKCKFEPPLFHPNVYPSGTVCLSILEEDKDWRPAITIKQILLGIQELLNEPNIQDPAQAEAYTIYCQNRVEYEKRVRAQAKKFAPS
# NALP1 yeast inh: NALP1 inhibition. S. cerevisiae NALP1/ASC/caspase-1 growth, X-gal OD620, 72 h. inhibition, % at 10 µM. 0.61% of 280,000 active; in the data active = inhibition mostly above about 24%, no sharp cut-off; inactive = mostly below about 32%; note: some compounds called inactive have numbers as strong as hits
# VIM-2 inh: inhibitors of Pseudomonas aeruginosa VIM-2 metallo-beta-lactamase; AID 1527; inhibition, % at 5.6 µM; purified VIM-2, nitrocefin hydrolysis, epi-absorbance fluorescence; 0.89% of 290,000 active;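 active = inhibition above the mean of all tested compounds plus 3 SD, cutoff set per screening run, cut at about 7.5% in these data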;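 note: red hydrolysis product quenches plate fluorescence so inhibitors raise well fluorescence; 0% = enzyme with DMSO and 100% = DMSO without enzyme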
# MEKK2mut PB1 HTS: signal of MEK5 binding to mutant human MEKK2 PB1 domain. bead flow cytometry, Alexa488-MEK5 binding to MEKK2 mutant. percent response, % at 10 µM. 0.35% of 290,000 active. AID 1530; in the data active = percent response above about 24%, passing the limit was not always enough; note: inactives centre near 1; some results filed as inactive read as strong as hits
# Numbers without * were called inactive; ? = inconclusive; . = not tested or not shown.
SMILES,DNA FID counter,NS3 helicase inh,M18AAP inhibitor,IMP-1 inhibitor,MEKK2 WT-MEK5,UBC9 SUMO inh,NALP1 yeast inh,VIM-2 inh,MEKK2mut PB1 HTS
O=C(NC1CCCCC1)C(c1cccs1)N(C(=O)C(F)(F)F)c1ccccc1 (stereo not drawn),-3,-6,-1,-1.7,103,1,5,-2.0,5
COc1ccc(C2C(C#N)=C(/N=C/N3CCN(C)CC3)OC3=C2C(=O)CC(C)(C)C3)cc1 (stereo not drawn),13,-17,4,1.2,111,10,14,-1.3,4
O=C(O)COc1ccccc1/C=N/NC(=O)c1ccc2c(c1)OCCO2,-14,2,6,-1.8,101,13,-2,-6.2,4
CC(=O)N(C)c1ccc(NC(=O)COc2ccc(Br)cc2C)cc1,-29,1,-7,-1.5,101,7,29,-1.5,-1
O=C(COC(=O)Cc1ccccc1[N+](=O)[O-])NC1CCCC1,-4,-2,-19,-4.3,99,7,-12,-1.2,0
O=C(c1cc2ccccc2o1)N1CCN(c2ccccn2)CC1,-27,2,1,-1.4,96,10,6,-0.7,-5
CC(C)NC(=O)c1ccccc1NC(=O)/C=C/c1cccc([N+](=O)[O-])c1,-2,-5,4,-4.5,101,3,24,1.3,0
NS(=O)(=O)c1ccc(CNC(=S)NC2CCCC2)cc1,-4,3,-11,-1.2,99,-2,14,-2.0,-2
CCSc1nnc(NC(=O)CSc2nnc(-c3c[nH]c4ccccc34)n2CC)s1,-32,-7,-1,-2.1,113,25,25,-3.5,8
COc1ccc(Cl)cc1NC(=O)CSc1nc(C)cc(C)n1,-3,0,-3,-0.1,90,3,23,-2.4,-5
Cc1ccc(NC2=CC(=O)CC(C)(C)C2)cc1C,-9,-6,0,-1.9,97,-6,15,-2.6,4
Cc1nc2sc(C(c3ccc(Br)cc3)N3CC(C)OC(C)C3)c(O)n2n1 (stereo not drawn),-33,10,13,-0.7,98,5,8,-0.1,-2
CCCCc1nc2cc(C(=O)N3CCCCC3CC(=O)OCC)ccc2o1 (stereo not drawn),-38,1,2,-2.6,99,7,2,-4.3,1
CC(C(=O)NCc1ccco1)n1ccc2cc(S(=O)(=O)N3CCCC3)ccc21 (stereo not drawn),-17,2,1,-5.1,97,8,14,-1.8,0
O=C1C2C3C=CC([C@@H]2C(=O)N1C1CC1)[C@H]1C(=O)N(C2CC2)C(=O)C31 (stereo partly drawn),3,1,-1,-2.9,108,-18,-8,-2.5,5
O=C(/C=C/c1ccc(S(=O)(=O)N2CCOCC2)cc1)NCc1ccccc1,-3,-5,2,-0.9,104,0,27,-0.1,-1
O=C(Nc1cccc(Cl)c1Cl)C1CCN(C(=O)c2cccs2)CC1,-23,5,-8,-3.4,91,11,21,0.2,-6
CCOc1ccccc1C1CC(=O)NC(SCC(=O)Nc2nccs2)=C1C#N (stereo not drawn),-4,-3,1,-3.5,100,5,46,-2.9,4
COc1ccccc1CNC(=O)CCCN1C(=O)COc2ccc(C)cc21,-22,-7,2,-3.4,94,19,-2,-4.6,3
COc1ccc(C2C(C#N)=C(SC)NC3=C2C(=O)CC(C)(C)C3)cc1 (stereo not drawn),-7,-9,-3,-0.9,.,22,11,-0.7,.
COc1ccc(C(CNC(=O)Cc2ccccc2F)N2CCCCC2)cc1 (stereo not drawn),-3,8,-4,-2.6,113,3,24,-2.9,-1
COC(=O)c1cc(OC)c(OC)cc1NC(=O)c1ccc(C)cc1,-3,-1,-5,-0.5,99,11,3,-2.1,-10
NC(=O)c1nsc(C(=O)N(Cc2ccco2)C(C(=O)NC2CCCC2)c2ccc(O)cc2)c1N (stereo not drawn),-19,4,7,-1.8,95,11,-4,-3.8,0
CCCCS(=O)CC(COc1ccc(Cl)cc1)OC(=O)c1ccccc1 (stereo not drawn),-29,-15,8,-2.7,103,4,12,-2.5,3
C=CCNC(=O)C(C)N1c2cccc3cccc(c23)S1(=O)=O (stereo not drawn),-5,3,-6,-1.8,108,16,17,0.2,5
C/C(N)=C(/C#N)C(=O)COC(=O)c1oc2ccccc2c1COC(C)C,-12,-14,-8,0.1,92,-15,3,-3.7,-24
COc1ccc(Cn2c(C)nc3oc4cc(OC)ccc4c(=O)c3c2=O)cc1,-1,1,-2,-2.3,97,-1,10,0.3,0
CN(C)c1ccc(NC(=O)c2ccc(N3CCOCC3)nc2)cc1,-9,4,2,-1.6,106,-2,10,-1.3,10
COP(=O)(OC)C(Nc1cc(Cl)cc(Cl)c1)c1cccc(O)c1 (stereo not drawn),-13,-22,-1,-0.9,102,0,14,-2.8,-6
COc1cc(C(CC(=O)O)n2cnnn2)ccc1OC(C)C (stereo not drawn),-1,-3,2,-4.3,106,-2,-8,-2.9,7
O=C(CSCCO)Nc1ccc(C23CC4CC(CC(C4)C2)C3)cc1,-6,10,0,-4.3,105,10,-8,-3.6,2
CCc1cccc(NC(=O)c2cccc(S(=O)(=O)N3CCN(C)CC3)c2)c1,13,-19,0,-1.2,100,1,19,0.5,-1
COc1ccc(-c2cc(=O)c3c(O)c(OC)c(O)cc3o2)cc1,-14,3,3,-2.3,99,7,3,-0.7,0
COc1cc(C=Nc2ccccc2C(=O)Nc2ccccc2)cc(OC)c1OC,-2,0,1,-2.0,97,10,29,-3.3,0
COc1ccc(N2C(=O)CC(N3CCOCC3)C2=O)cc1 (stereo not drawn),-2,3,-2,-2.0,97,-14,6,-0.2,3
CC(C)(C)[C@@H]1CCC(=O)N(CC[C@H](Sc2ccccc2)c2ccccc2)CC1,-33,28,1,-3.4,98,1,17,-1.7,-2
C/C(=N\NS(=O)(=O)c1ccccc1)c1ccccc1,4,-17,10,-2.8,68,6,-5,-1.2,-18
COc1ccc(C(=O)CNc2ccc3ccccc3c2)cc1,0,2,3,-2.4,94,4,1,-0.7,-4
C=CCOc1ccc(C(=O)/C=C2/C(=O)Nc3ccccc32)cc1,-4,-5,8,-3.7,108,22,3,-2.6,4
Cc1ccc(C(C(=O)Nc2ccc3c(c2)OCO3)N(C)C(=O)/C=C\c2ccc3c(c2)OCO3)cc1 (stereo not drawn),-16,-2,0,-3.5,103,-12,26,-1.2,-1
CN(C(=S)NC(=O)Cc1ccccc1)c1ccccc1,-9,0,3,1.1,99,6,16,1.1,-1
Cc1ccc(S(=O)(=O)NCCSc2nnnn2-c2ccccc2)cc1,-14,-2,4,-1.3,107,-4,6,-4.2,6
S=c1[nH]nc(-c2ccccc2)c2ccccc12,-5,8,2,-0.8,92,7,3,-2.4,-2
CCc1nnc(SCC(=O)Nc2ccc3c(c2)OCO3)o1,1,1,3,-0.9,100,13,3,2.1,3
Cc1ccnc(Nc2nc(-c3ccc(O)cc3)cs2)c1,-3,-4,9,1.2,103,0,0,-1.3,4
CCOC(=O)c1c(NC(C)=O)sc2c1CCN(Cc1ccccc1)C2,-12,-16,1,-2.1,102,-12,14,0.6,1
c1csc(-c2nc(-c3ccncc3)no2)c1,-5,4,0,-2.5,94,5,9,-3.6,1
CCn1cc(C(=O)N/N=C(/C)c2ccc(F)cc2)c(=O)c2cc(F)c(N3CCCC3)cc21,-3,-1,-1,-0.9,101,6,5,-2.4,2
CCOc1cccc(=O)c2c(C)n(Cc3ccccc3)c(C)c12,-3,27,5,-0.4,89,22,6,-2.4,-15
CC1CCN(CC(=O)Nc2ccccc2Sc2ccccc2)CC1,1,-3,-11,-1.0,103,-1,27,-2.5,-1

# Next part.
SMILES,DNA FID counter,NS3 helicase inh,M18AAP inhibitor,IMP-1 inhibitor,MEKK2 WT-MEK5,UBC9 SUMO inh,NALP1 yeast inh,VIM-2 inh,MEKK2mut PB1 HTS
O=C(CSC(=S)N1CCCC1)N1CCN(S(=O)(=O)c2cccc([N+](=O)[O-])c2)CC1,-24,0,5,-2.3,97,-2,-3,-2.6,3
O=C(CN1CCN(CCO)CC1)Nc1ccccc1,3,2,0,-3.5,105,6,-1,-0.9,3
COCCCNC(=O)Nc1ccc(Br)cc1Cl,0,-1,-3,-0.5,?,1,9,-2.0,-17
CCOc1cc(N2CCOCC2)c(OCC)cc1NC(=O)COc1cccc2cccnc12,-34,2,-1,-1.1,100,-54,4,-1.3,4
COc1ccc(C2=NN(Cc3ccccc3)C3C(=O)NC(=O)C23)cc1 (stereo not drawn),-16,4,0,-3.4,101,16,20,-3.5,4
CCOC(=O)c1cccc2c1-c1ccccc1/C2=N/O,7,-11,-13,-1.8,99,10,-1,3.7,2
O=C1CCCN1CC(O)CS(=O)(=O)Cc1ccc(Cl)c(Cl)c1 (stereo not drawn),-6,-8,-1,-3.2,99,-9,4,0.3,0
CC(=O)NC(Cc1c[nH]c2ccccc12)C(=O)NCc1ccc2c(c1)OCO2 (stereo not drawn),-4,7,7,-2.1,94,4,20,0.9,-5
Nc1ccc(C(=O)Nc2ccc(Nc3ccncc3)cc2)cc1,2,-2,-5,-2.6,115,3,22,-2.0,19

# Rewritten with tabs: entries from further up
mol	DNA FID counter	NS3 helicase inh	M18AAP inhibitor	IMP-1 inhibitor	MEKK2 WT-MEK5	UBC9 SUMO inh	NALP1 yeast inh	VIM-2 inh	MEKK2mut PB1 HTS
CCn1cc(C(=O)N/N=C(/C)c2ccc(F)cc2)c(=O)c2cc(F)c(N3CCCC3)cc21	-3	-1	-1	-0.9	101	6	5	-2.4	2
CCOc1cccc(=O)c2c(C)n(Cc3ccccc3)c(C)c12	-3	27	5	-0.4	89	22	6	-2.4	-15
CC1CCN(CC(=O)Nc2ccccc2Sc2ccccc2)CC1	1	-3	-11	-1.0	103	-1	27	-2.5	-1
O=C(CSC(=S)N1CCCC1)N1CCN(S(=O)(=O)c2cccc([N+](=O)[O-])c2)CC1	-24	0	5	-2.3	97	-2	-3	-2.6	3
O=C(CN1CCN(CCO)CC1)Nc1ccccc1	3	2	0	-3.5	105	6	-1	-0.9	3
COCCCNC(=O)Nc1ccc(Br)cc1Cl	0	-1	-3	-0.5	?	1	9	-2.0	-17
CCOc1cc(N2CCOCC2)c(OCC)cc1NC(=O)COc1cccc2cccnc12	-34	2	-1	-1.1	100	-54	4	-1.3	4
COc1ccc(C2=NN(Cc3ccccc3)C3C(=O)NC(=O)C23)cc1 (stereo not drawn)	-16	4	0	-3.4	101	16	20	-3.5	4
CCOC(=O)c1cccc2c1-c1ccccc1/C2=N/O	7	-11	-13	-1.8	99	10	-1	3.7	2
O=C1CCCN1CC(O)CS(=O)(=O)Cc1ccc(Cl)c(Cl)c1 (stereo not drawn)	-6	-8	-1	-3.2	99	-9	4	0.3	0
CC(=O)NC(Cc1c[nH]c2ccccc12)C(=O)NCc1ccc2c(c1)OCO2 (stereo not drawn)	-4	7	7	-2.1	94	4	20	0.9	-5
Nc1ccc(C(=O)Nc2ccc(Nc3ccncc3)cc2)cc1	2	-2	-5	-2.6	115	3	22	-2.0	19
